Screening data: PubChem BioAssay, National Center for Advancing Translational Sciences (NCATS)
DRD3 agonist = qHTS of D3 Dopamine Receptor Agonist: qHTS; 410,000 tested, 0.58% active; max activation, %; D3R DiscoveRx beta-arrestin cells, luminescence, 90 min; in the data active = max activation above about 30%; note: 0% is about no effect; mostly tested at two doses, the higher about 12 µM
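Cells at 1500/well, incubated overnight, then treated with pinned compounds (dopamine as control) for 90 min at 37 degrees C. DiscoveRx reagent added for 30 - 60 minutes at room temperature; luminescence read.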
Abeta rescue = qHTS for compounds that reverse cellular toxicity of Amyloid beta (A-beta) peptide in yeast: Primary Screen; Potency, µM (series often up to 46.1 µM), for the others: at the highest dose growth rescue, actives largely listed as activators; yeast expressing A-beta42, growth rescue, OD600, 48 h; response scale: 0% DMSO, 100% iron-clioquinol control; AID 1347071, 2019; 410,000 tested, 0.063% active; note: potency is the fitted concentration of half-maximal effect; nearly all actives have a fitted effect of over 55% in size
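Growth rescue measured by 600 nm absorbance after 48 h yeast culture at 30 C with compound. Values normalized between DMSO and an equimolar ferric chloride plus clioquinol control.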
FUS yeast rescue = qHTS for Suppressors of FUS Proteinopathy: Primary screen using FUS-linked yeast assay. S. cerevisiae FUS-expressing, growth rescue, OD600, 24 h. Potency, µM (top dose mostly 76.6 µM), without a hit: at the highest dose growth rescue (activation), actives largely listed as activators. 390,000 tested, 0.24% active. AID 1347120, 2019;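 note: potency is the fitted concentration of half-maximal effect; plate controls were DMSO vehicle for no effect and reference control for full effect; nearly all actives have a fitted effect of over 55% in size; some results filed as inactive show a strong effect at the top dose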
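Yeast expressing FUS under galactose induction, OD 0.005 in 2% galactose medium; compounds in a dilution series, 24 h at 30C. Growth rescue by absorbance at 600 nm; CP55940 positive control, DMSO negative.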
EPAC2 antag = qHTS for Antagonist of cAMP-regulated guanine nucleotide exchange factor 2 (EPAC2): primary screen | EPAC2 GEF exchange of Rap1B-BODIPY-GDP, fluorescence | Potency, µM (highest dose often 114 µM), for inactives: at the highest dose activity, negative = inhibition, actives largely listed as inhibitors | 360,000 tested, 0.18% active; note: potency is the fitted concentration of half-maximal effect; % is set by controls: 0 for no effect and ±100 for the full control effect; nearly all actives have a fitted effect of over 45% in size; many of its hits are not listed in these tables
Target sequence (Q8WZA2 whole entry, looked up): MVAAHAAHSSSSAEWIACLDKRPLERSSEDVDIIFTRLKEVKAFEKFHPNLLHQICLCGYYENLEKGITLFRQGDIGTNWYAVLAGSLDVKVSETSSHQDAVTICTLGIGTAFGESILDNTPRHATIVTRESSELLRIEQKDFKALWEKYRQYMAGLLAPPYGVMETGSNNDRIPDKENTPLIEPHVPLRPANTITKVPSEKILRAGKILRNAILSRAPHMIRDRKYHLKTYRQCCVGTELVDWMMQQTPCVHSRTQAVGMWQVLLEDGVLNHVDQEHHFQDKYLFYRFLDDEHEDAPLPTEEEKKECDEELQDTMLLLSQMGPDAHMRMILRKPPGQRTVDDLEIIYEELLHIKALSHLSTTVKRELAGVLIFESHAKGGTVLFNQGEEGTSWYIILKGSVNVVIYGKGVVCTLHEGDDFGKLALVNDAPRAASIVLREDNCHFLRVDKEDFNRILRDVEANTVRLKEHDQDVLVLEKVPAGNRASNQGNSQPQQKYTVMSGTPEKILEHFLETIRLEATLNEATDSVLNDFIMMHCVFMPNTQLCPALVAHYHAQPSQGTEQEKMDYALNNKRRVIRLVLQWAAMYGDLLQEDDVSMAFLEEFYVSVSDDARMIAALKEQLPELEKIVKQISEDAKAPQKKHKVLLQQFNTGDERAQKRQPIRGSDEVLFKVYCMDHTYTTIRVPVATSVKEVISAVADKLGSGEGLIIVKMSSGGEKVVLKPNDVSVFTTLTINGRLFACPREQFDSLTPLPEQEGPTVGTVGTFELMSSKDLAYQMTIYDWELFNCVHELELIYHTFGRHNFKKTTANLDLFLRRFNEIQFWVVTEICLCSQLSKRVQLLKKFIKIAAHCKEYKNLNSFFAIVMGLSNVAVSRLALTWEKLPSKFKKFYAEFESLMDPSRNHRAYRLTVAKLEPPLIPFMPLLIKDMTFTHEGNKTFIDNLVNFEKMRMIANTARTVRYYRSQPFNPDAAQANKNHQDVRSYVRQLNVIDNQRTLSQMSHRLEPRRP
aSyn yeast inh = qHTS of alpha-syn Inhibitors. 370,000 tested, 0.14% active. Potency, µM (highest dose often 46.1 µM), without a hit: top-dose growth rescue (activation), hits mostly activators. Yeast expressing alpha-synuclein, growth rescue, BacTiter-Glo, 24 h. AID 652106, 2013; note: potency is the fitted concentration of half-maximal effect; % of control where 0% means no effect; nearly all actives have a fitted effect of over 65% in size
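Readout is rescue of growth in alpha-synuclein-expressing yeast, so inhibitors of toxicity appear as activators. Growth after 24 hr at 30 deg C in galactose medium is quantified by luminescence.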
EPAC2 ag = qHTS for Agonist of cAMP-regulated guanine nucleotide exchange factor 4 (EPAC2): primary screen | 360,000 tested, 0.079% active | Potency, µM (doses to about 154 µM), inactives show at the highest dose activation, actives largely listed as activators | EPAC2 activation, biochemical qHTS; response scale: 100% = 6.5 mM cAMP response | Rap guanine nucleotide exchange factor 4 (Homo sapiens), Q8WZA2; note: potency is the fitted concentration of half-maximal effect; nearly all actives have a fitted effect of over 50% in size
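Readout is BODIPY fluorescence (480 nm excitation, 540 nm emission), which falls as labeled GDP is exchanged off Rap1B. EPAC2 at 100 nM acted on 250 nM RAP1B-BODIPY-GDP with 50 uM GDP present.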
TDP43 rescue = qHTS of TDP-43 Inhibitors | TDP-43 expressing yeast growth rescue, BacTiter-Glo, 24 h | Potency, µM (series often up to 46.1 µM), without a hit: at the top dose growth rescue (activation), actives largely listed as activators | 410,000 tested, 1.8% active | AID 652104, 2013; note: potency is the fitted concentration of half-maximal effect; % of control where 0% means no effect; nearly all actives have a fitted effect of over 50% in size
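Galactose-induced TDP-43 yeast, OD600=0.02, compound pinned; 24 hr, 30 deg C; BacTiter-Glo luminescence for growth. Inhibitors of TDP-43 toxicity read as activators.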
DRD3 antagonist = qHTS of D3 Dopamine Receptor Antagonist: qHTS. D(3) dopamine receptor (Homo sapiens), P35462. D3R cells, DiscoveRx beta-arrestin luminescence, antagonist mode; active compounds read low. max response, negative = inhibition, %. 360,000 tested, 2.5% active. AID 652054, 2013; in the data active = max response below about -50%; inconclusive = no clear call, values can overlap the other calls; note: % is set by controls: 0 for no effect and ±100 for the full control effect; mostly tested at two doses, the higher about 12 µM
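Cells expressing the human receptor were seeded at 1500 cells/well, incubated overnight at 37 degrees C in 5% CO2, then exposed to library compounds with dopamine controls for 90 minutes at 37 degrees C before luminescent detection.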
An asterisk follows results filed as active; ? = inconclusive; / = not tested or not shown; & = joins results of further samples; ! = a repeat was not active; [ ] = remark or other dose. Unless noted, calls come from the whole dose curve; as a rule, active = well fitted curve in the direction sought with a large enough effect; inconclusive = small, poorly fitted or top-dose-only effect, or another doubt; inactive = no such curve, though single readings can be large; an effect the other way counts as inactive or inconclusive. An excerpt; rates above refer to the full screens.

SMILES | DRD3 agonist | Abeta rescue | FUS yeast rescue | EPAC2 antag | aSyn yeast inh | EPAC2 ag | TDP43 rescue | DRD3 antagonist
CC(=O)N1[C@H](C)C=C[C@]1(Cc1ccccc1)C(=O)O | 30.6* | 5.3% | -5.6% | -0.5% | -8.2% | -1.8% | -3.5% | 8.1
COc1ccccc1CCC(=O)OCC(=O)NC1CCCCC1 | -22.0 | 2.7% | 15.0% | 3.7% | 1.2% | 6.2% | -12.7% | -20.1
Cc1c2ccccc2nc2c(F)c(NCCO)c(F)c(F)c12 | 5.3 | -1.7% | 36.1% | -4.2% | 0.5% | -6.4% | -5.3% | 9.3
COc1ccc(NC(=O)c2cc(C3CCCCN3S(=O)(=O)c3ccc(C#N)cc3)on2)c(C)c1 (stereo unspecified) | -17.9 | 13.3% | 38.0% | -8.2% | 0.6% | 7.7% | 20.7% | 4.0
COC(=O)c1cc(NC(=O)C2CC(=O)NC(=NCc3ccc(OC)cc3)S2)cc(C(=O)OC)c1 (stereo unspecified) | -0.3 | -7.9% | 0.8% | -9.3% | 2.6% | 4.1% | -9.6%[9.22 µM] | -2.6
CCC(=O)N1CCC1(C)C(=O)Nc1ccc(OC(F)F)cc1 (stereo unspecified) | -1.6 | -15.8% | -22.6% | 3.7% | 9.2% | -0.9% | 24.3% | -16.0
Cc1ccc(S(=O)(=O)N2CCOC2CNC(=O)C(=O)NCc2ccco2)cc1 (stereo unspecified) | 1.0 | 4.8% | -9.1% | -11.2% | 3.2% | 1.9% | 11.3% | 5.1
O=C(COc1ccccc1)NNC(=S)NC(=O)c1ccc(Cl)cc1Cl | 2.4 | ? | 32.0% | -18.8% | ? | -9.2% | 3.55µM* | -24.7
CCOC(=O)/C(C#N)=N/Nc1ccccc1C#N | 1.1 | -5.7% | -7.0% | 1.5% | -0.7% | 7.6% | 6.6% | -20.0
CSc1ccc(C2=C/C(=C3/SC(=S)NC3=O)c3ccccc3O2)cc1 | 7.5 | -7.9% | -15.7% | -11.9% | -0.9% | -8.2% | -25.6% | -7.8
CC(=O)c1ccc(OCCCC(=O)NNC(=O)c2ccccn2)cc1 | -14.5 | 8.2% | 18.6% | 3.2% | -3.7% | 9.9% | 6.9% | -19.0
COc1ccc(S(=O)(=O)Nc2ccccc2C(=O)N2CCOCC2)cc1OC | -2.6 | 3.9% | 2.1% | -1.8% | 0.7% | 2.3% | -4.1% | 7.9
Cc1ccc(NC(=S)N2CCC(N(C)CC3CCCO3)CC2)c(C)c1 (stereo unspecified) | 2.3 | 4.3% | 5.0% | 0.6% | 2.1% | -10.1% | 1.4% | 13.4
COc1ccc(CNC(=O)CS(=O)Cc2nc(-c3ccc(OC)c(OC)c3)oc2C)cc1 (stereo unspecified) | 8.1&-2.4 | -12.1% | 21.6%&6.0% | -6.4% | 11.8% | 4.3% | 13.4%&18.0% | 7.9
CN(C)S(=O)(=O)c1cccc(NC(=O)CN2C(=O)NC(CCc3ccccc3)C2=O)c1 (stereo unspecified) | 1.0 | 5.9% | 7.9% | -7.0% | 11.3% | -2.3% | 21.3% | -1.1
Cc1ccc(S(=O)(=O)N2CCCN(C)c3nc4ccccc4nc32)cc1 | -3.4 | 0.0% | / | -1.4% | -3.4% | ? | -4.6% | -24.3
O=C(N/N=C/c1ccccc1O)C1CC(=O)N(c2ccc(F)cc2)C1 (stereo unspecified) | -6.0 | -10.6% | 1.2% | -2.3% | -4.8% | -2.6% | 3.3% | -5.7
Cc1cc(C)n2nc(SCc3nnc(SCc4ccccc4C)s3)nc2n1 | 21.4 | -10.8% | 19.5% | -6.3% | ? | 22.2% | ? | 33.2
COc1ccc(CNc2n[nH]c(NCc3ccc(OC)c(OC)c3)n2)cc1OC | -17.3 | -4.0% | 13.7% | 4.4% | -7.5% | 7.4% | 7.5% | 30.4
CC1CCCCC1NS(=O)(=O)c1ccc(S(=O)(=O)NCc2ccncc2)cc1 (stereo unspecified) | -13.2 | 8.9% | 21.6% | 8.9% | -0.1% | -2.9% | -15.2% | -13.7
CCCCNc1c(-c2ccc(-c3cccc(Cl)c3)cc2)nc2ccccn12 | 63.0* | -81.7%[inhibitor] | ? | -9.4%&-13.0% | -68.3%[inhibitor] | 9.6% | -91.7%[inhibitor] | 83.0
CC(=O)c1c(C)[nH]c(C(=O)CN2C(=O)NC(CCc3ccccc3)C2=O)c1C (stereo unspecified) | 3.3 | -6.5% | -3.3% | -14.0% | 1.9% | 5.1% | 10.5% | 13.6
COc1ccc(-c2ccc(=O)n(CC(=O)Nc3ccc(N(C)C)cc3)n2)cc1 | 6.8 | -0.3% | 21.2% | / | / | / | 22.7% | /
COC(=O)CC1C(=O)NCCN1C(=S)Nc1ccc(F)cc1 (stereo unspecified) | 8.1 | 3.4% | 13.1% | 6.3% | -4.5% | 0.3% | 7.7% | 6.2
CC(C)(C)OC(=O)N(CCc1ccccc1)Cc1ccccc1OCc1cccc(NC(=O)/C=C/c2ccccc2)c1 | -7.4 | -7.2% | 37.2% | 21.2% | 1.7% | -15.0% | 3.1% | -27.7
O=C(Nc1ccc(F)cc1F)c1cc(Cl)sc1Cl | -7.0 | -21.1% | 9.9% | -7.3% | -9.3% | 13.8% | 14.1% | ?
O=C(CNC(=O)c1ccccc1F)OC1CCOC1=O (stereo unspecified) | 4.8 | -0.5% | / | 8.4% | 3.7% | -2.6% | 15.9% | 15.8
COc1ccccc1CNC(=O)/C=C/c1ccc(S(=O)(=O)NCc2ccco2)cc1 | 5.1 | 4.3% | 11.4% | -0.8% | 0.0% | -3.8% | -3.3% | 6.4
O=C1SC(SC(=Nc2ccccc2)Nc2ccccc2)C(=O)N1c1ccccc1 (stereo unspecified) | 5.5&3.5 | 4.0%&-8.2% | 16.0%&-3.2% | 2.0%&2.8% | 1.9%&-19.8% | 11.7%&8.2% | 19.6%&5.0% | 9.4&1.8
O=C1NC(c2cccc(Br)c2)=N/C1=C\c1ccco1 | -0.8 | 16.2% | ? | 2.2% | 3.8% | -9.1% | -3.3% | -2.0
O=C(Nc1cccc(Cl)c1Cl)Nn1cnnc1 | -6.7 | ? | 5.8% | 1.4% | -5.8% | 8.8% | 15.7% | 3.9
COc1ccc(OC)c(S(=O)(=O)NCc2ccc(N3CCN(C)CC3)cc2)c1 | -22.4 | 1.2% | / | 9.5% | 2.4% | 3.5% | ? | -29.6
O=C(Cn1cc2c(n1)CCCCC2)NC1CCN(Cc2ccccc2)CC1 | -5.2 | -4.1% | -9.6% | 3.3% | 1.9% | 4.7% | 0.0% | 12.5
S=C(c1ccc[nH]1)N1CCOCC1 | 6.6 | 6.5% | 3.9% | 7.3% | -1.0% | 7.5% | -10.3% | 24.5
O=C(O)CC(NC(=O)CCC1CCCCC1)c1cc([N+](=O)[O-])ccc1Cl (stereo unspecified) | 3.0 | -1.6% | 10.3% | 4.6% | -4.8% | -1.8% | 15.9% | 16.6
CN1/C(=C\C(=S)NC(=O)c2ccc([N+](=O)[O-])cc2)C(C)(C)c2ccccc21 | -10.0 | 10.1% | -12.5% | -3.0% | -0.9% | 3.9% | 10.9% | -19.2
CCOc1ccc(C(=O)NCC(=O)NCCCSc2ccccc2)cc1OCC | -0.3 | 8.8% | 14.8% | 1.7% | -0.3% | -4.9% | 8.1% | 8.6
Cc1cccn2c3c(c(=O)nc12)C(c1ccc(F)cc1)CC(=O)N3 (stereo unspecified) | 1.6 | -2.6% | -8.7% | / | / | / | ? | /
CC1CCC(C(C)C)C(OC(=O)Cn2c(-c3ccc(Br)cc3)[n+](C)c3ccccc32)C1 (stereo unspecified) | -7.9&-3.7 | -18.9%&-30.9% | 17.7%&2.8% | ? | -1.6%&-27.1% | 16.1%&1.2% | -11.8%&1.0% | -66.6*!
CC(=O)N1CCN(CC(c2ccccc2)c2ccccc2)CC1 | -0.6 | 4.1% | -17.1% | ? | 2.7% | 1.0% | 16.8% | 18.7
CN1CC(=O)N/C1=N\C(=O)Nc1ccc(O)cc1 | 3.1 | 6.4% | -20.5% | 1.3% | -4.2% | 0.7% | 14.9% | 5.4
Cc1ccc(NC(=O)Cc2ncon2)cc1Cl | 0.6 | -9.4% | -11.6% | -2.2% | -0.1% | 5.1% | 8.0% | 5.8
CN(C)c1ccc(C=NC(CO)C(O)c2ccc([N+](=O)[O-])cc2)cc1 (stereo unspecified) | -8.6 | 0.4% | -3.3% | 1.5% | -8.5% | 12.7% | -21.2% | -10.9
COc1ccc(CNS(=O)(=O)NCc2ccc(OC)c(OC)c2)cc1 | 20.8 | 3.8% | -1.3% | 4.9% | -1.4% | -0.3% | -13.5%[0.397 µM] | 3.4
Cc1cccc(NC(=O)c2cccc(S(=O)(=O)Nc3ccccc3C(=O)O)c2)c1 | 9.6 | 9.5% | 8.4% | -22.9% | 7.1% | 0.7% | / | 15.2
Cc1ccc(/C=N/NC(=O)c2cc(-c3cccnc3)nc3ccccc23)cc1 | -3.0 | -4.7% | 14.7% | 4.7% | 2.0% | -6.7% | 15.9% | -18.5

Full records as entered above.
`COc1ccc(OC)c(S(=O)(=O)NCc2ccc(N3CCN(C)CC3)cc2)c1` in the list: DRD3 agonist = -22.4; Abeta rescue = 1.2%; FUS yeast rescue = /; EPAC2 antag = 9.5%; aSyn yeast inh = 2.4%; EPAC2 ag = 3.5%; TDP43 rescue = ?; DRD3 antagonist = -29.6
`Cc1cccc(NC(=O)c2cccc(S(=O)(=O)Nc3ccccc3C(=O)O)c2)c1` in the list: DRD3 agonist = 9.6; Abeta rescue = 9.5%; FUS yeast rescue = 8.4%; EPAC2 antag = -22.9%; aSyn yeast inh = 7.1%; EPAC2 ag = 0.7%; TDP43 rescue = /; DRD3 antagonist = 15.2
